Compound activity (PubChem)
BCR signal inh: blocks chronic active B-cell receptor signaling; ABC-DLBCL IkBa-CBG/CBR reporter, luminescence ratio, 4 h; Potency, µM (doses to about 46.1 µM), for inactives: top-dose ratio change, negative = lower green/red ratio, hits mostly inhibitors; 0.05% of 340,000 active; AID 493014; active means well fitted inhibition curve with a large enough effect in the signal ratio, with a control signal flat, not every such curve was filed as active; inconclusive means small, poorly fitted or top-dose-only effect, or effect the other way, or a change in a side signal; the % refers to the signal ratio;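 further: potency means the concentration at half of the fitted maximal effect; plate controls were basal doxycycline-induced cells for no effect and cells given 10 µM MG132 for full effect; MG132 reads +100%, hits lower the ratio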
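Concentration-response series (up to 46 uM) were applied to TMD8 dual-reporter cells for 4 h at 37C with doxycycline. Green/red ratio, after filter-overlap correction, defined %Activity; red signal alone was normalised to basal cells and zero luminescence.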
USP2a block: USP2a (human) protease inhibition. O75604. USP2 core, Ub-CHOP2 coupled fluorogenic reporter, 485/531. Potency, µM (top dose mostly 38.3 µM), for the others: at the highest dose activity change, negative = inhibition, usual class: inhibitors. 0.01% of 330,000 active. AID 463254;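 further: potency means the concentration at half of the fitted maximal effect; plate controls were DMSO wells for no effect and full inhibition by NEM control for full effect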
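Cell-free coupled assay: 10nM USP2 core preincubated 30min RT with compound in Tris-HCl pH 8.0/CaCl2/CHAPS buffer, then 25nM Ub-CHOP2 and 25nM reporter substrate; fluorescence (Ex 485/Em 531) read after 60min RT, normalized to NEM inhibition, concentration-response curves fitted.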
Tb PFK inh: inhibitors of T. brucei phosphofructokinase. T. brucei PFK, ADP-Glo luminescence. Potency, µM (highest dose often 57.5 µM), for the others: at the top dose activity, negative = inhibition, actives largely listed as inhibitors. O15648. 0.17% of 330,000 active. AID 485367;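 further: potency means the concentration at half of the fitted maximal effect; 0% = uninhibited 1x PFK enzyme wells and -100% = no-enzyme wells; nearly all actives have a fitted effect of over 60% in size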
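In TEA buffer at pH 8.0 with 5 mM MgCl2, enzyme (1.25 nM) converted F6P (0.5 mM) and ATP (0.1 mM) for 45 min at room temperature. ADP product was read by luciferase luminescence.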
B2AR arrestin: recruits beta-arrestin to the human beta2-adrenergic receptor; P07550; beta-arrestin recruitment to beta2AR, cell-based reporter; Potency, µM (doses to about 46.1 µM), for the others: at the top dose activation, actives largely listed as activators; 0.02% of 330,000 active; AID 492947;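 further: potency means the concentration at half of the fitted maximal effect; 0% = DMSO controls and full agonism = EC100 isoproterenol or metaproterenol; nearly all actives have a fitted effect of over 65% in size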
uPA surface inh: cell surface uPA generation inhibition | 0.31% of 330,000 active | cell surface uPA generation assay, qHTS | Potency, µM (highest dose often 38.3 µM), for the others: at the highest dose activity change, negative = inhibition, usual class: inhibitors; active means well fitted inhibition curve with a large enough effect; inconclusive means small, poorly fitted or top-dose-only effect; inactive means no such curve, though single readings can be large or run the other way; tested in mouse RAW 264.7 cells; further: potency means the concentration at half of the fitted maximal effect; on the % scale 0 is the no-effect control and ±100 the full control effect; nearly all actives have a fitted effect of over 55% in size
TSHR antag: antagonists of human thyroid stimulating hormone receptor. P16473. TSHR-expressing cells, TSH-stimulated cAMP HTRF, 2 h; hits give low values. activity change, negative = inhibition, % at 11.5 µM. 0.2% of 330,000 active;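 active means activity change below a set negative limit, meaning inhibition stronger than a set level, cut at about -70% in these data; inconclusive means activity change between two set negative limits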; further: on the % scale 0 is the no-effect control and ±100 the full control effect
Target sequence (P16473 whole entry, looked up): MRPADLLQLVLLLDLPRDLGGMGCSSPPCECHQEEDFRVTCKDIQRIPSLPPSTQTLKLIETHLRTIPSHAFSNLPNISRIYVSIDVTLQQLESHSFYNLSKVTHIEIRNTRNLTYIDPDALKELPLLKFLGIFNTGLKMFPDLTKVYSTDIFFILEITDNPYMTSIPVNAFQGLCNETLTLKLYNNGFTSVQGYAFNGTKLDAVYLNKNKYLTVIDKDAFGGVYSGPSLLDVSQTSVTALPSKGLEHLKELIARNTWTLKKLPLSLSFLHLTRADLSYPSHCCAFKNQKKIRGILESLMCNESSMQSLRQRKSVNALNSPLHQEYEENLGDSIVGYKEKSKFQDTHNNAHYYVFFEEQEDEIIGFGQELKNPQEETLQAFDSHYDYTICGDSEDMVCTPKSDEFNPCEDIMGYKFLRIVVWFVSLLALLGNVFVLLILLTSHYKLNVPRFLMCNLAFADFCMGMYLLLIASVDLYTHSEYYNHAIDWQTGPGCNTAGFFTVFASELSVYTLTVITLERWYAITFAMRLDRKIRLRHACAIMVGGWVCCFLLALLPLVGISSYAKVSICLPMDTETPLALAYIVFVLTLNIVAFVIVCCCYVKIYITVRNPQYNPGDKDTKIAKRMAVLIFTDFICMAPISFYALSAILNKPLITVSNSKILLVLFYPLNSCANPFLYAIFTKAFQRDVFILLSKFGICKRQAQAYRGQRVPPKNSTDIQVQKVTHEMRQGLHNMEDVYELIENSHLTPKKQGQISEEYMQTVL
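Competitive HTRF cAMP read-out (cryptate anti-cAMP antibody, cAMP-d2; 30 min, room temperature) in freshly harvested TSHR cells. Compounds added before TSH at EC80 (4nM final), followed by 2 hours' incubation at 37 deg C.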
Mito fusion yeast: blocks mitochondrial division or promotes mitochondrial fusion; Potency, µM (doses to about 46.1 µM), without a hit: top-dose growth rescue (activation), hits mostly activators; 0.23% of 320,000 active; AID 485298; S. cerevisiae fusion-defective mutant growth rescue, CellTiterGlo 48 h;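 further: potency means the concentration at half of the fitted maximal effect; % of control where 0% means no effect; nearly all actives have a fitted effect of over 45% in size; temperature-sensitive fusion mutants such as fzo1-1 at 37 °C on non-fermentable ethanol glycerol medium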
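Temperature-sensitive fusion-defective S. cerevisiae (e.g. fzo1-1, mgm1-5) were grown with compound in YPEG medium (3% ethanol, 3% glycerol) for 48 hours at 37C. Growth rescue was measured as viability by CellTiterGlo luminescence after 10 minutes at ambient.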
TCR activator: activators of T cell receptors; AID 504894; Potency, µM (doses to about 9.22 µM), without a hit: at the highest dose activation of IL-2 secretion, most hits filed as activators; primary human leukocytes, anti-CD3, IL-2 HTRF, 48 h; 330,000 tested, under 10 active; further: % of control where 0% means no effect
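Human primary leukocytes + a-CD3 beads + cpd, 48 hr; IL-2 in supernatant by HTRF (ex 320nm / em 665nm). No co-stimulatory signal supplied.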
ELG1 DNA repair: ELG1-dependent DNA repair inhibition. HEK293T ELG1-luciferase reporter, luminescence, 16 h; DNA damage induced by 5-fluorouridine. Potency, µM (titrated, usually from 46.1 µM), without a hit: top-dose activity change, negative = inhibition, usual class: inhibitors. 2.3% of 330,000 active; further: potency means the concentration at half of the fitted maximal effect; on the % scale 0 is the no-effect control and ±100 the full control effect; nearly all actives have a fitted effect of over 55% in size
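HEK293T cells expressing luciferase-tagged ELG1 (2,000/well) received 5-Fluorouridine plus compound or DMSO for 16 hr at 37 °C. Luciferase was read by ONE-Glo luminescence after 30 min at room temperature.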
Eya2 inh: inhibitors of human Eya2 phosphatase activity. O00167. recombinant Eya2, OMFP fluorescence dephosphorylation (OMFP is methylfluorescein phosphate). Potency, µM (top dose mostly 76.9 µM), for the others: at the top dose activity, negative = inhibition, most hits filed as inhibitors. 0.006% of 330,000 active; further: potency means the concentration at half of the fitted maximal effect; on the % scale 0 is the no-effect control and ±100 the full control effect
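Eya2 protein (added as 0.2 uM solution) was preincubated with compound for 10 min at ambient temperature in 50 mM HEPES pH 7.5, 50 mM NaCl, 5 uM MgCl2, 0.05% BSA, 1 mM DTT. OMFP (added at 50 uM) then reacted 10 min; fluorescence read at 485/525 nm.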
PTAP TSG101 blk: blocks PTAP/TSG101 interaction to inhibit HIV-1 budding. Q99816. Fluorescence polarization, FITC-PTAP peptide / Tsg101 binding. Potency, µM (series often up to 115 µM), for inactives: top-dose activity change, negative = inhibition, usual class: inhibitors. 340,000 tested, under 10 active. AID 493005; active means well fitted inhibition curve with a large enough effect in the main read-out, with a control signal flat, not every such curve was filed as active; inconclusive means small, poorly fitted or top-dose-only effect, or effect the other way, or a change in a side signal; inactive means no such curve, though single readings can be large or run the other way; further: potency means the concentration at half of the fitted maximal effect; % of control where 0% means no effect
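Tsg101 binding domain (10 uM final) was mixed with compound and a FITC-labeled PTAP peptide (50 nM final) in HEPES pH 7.5 buffer with NaCl, Tween 20, EDTA and TCEP; fluorescence polarization was read after 20 min at r.t.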
An asterisk follows results filed as active; ? = inconclusive; · = not tested or not shown; [ ] = remark or other dose. Unless noted, the call rests on the fitted dose curve; in most records, active means well fitted curve in the direction sought with a large enough effect; inconclusive means small, poorly fitted or top-dose-only effect, or another doubt; inactive means no such curve, though single readings can be large; an effect the other way counts as inactive or inconclusive.

no.	smiles	BCR signal inh	USP2a block	Tb PFK inh	B2AR arrestin	uPA surface inh	TSHR antag	Mito fusion yeast	TCR activator	ELG1 DNA repair	Eya2 inh	PTAP TSG101 blk
1	CCCSc1ccc(C(=O)Nc2ccc(Cl)cc2)cn1	?	3.2%	-2.0%	0.1%	-2.2%	-11.8	9.7%	4.5%	0.0%	8.2%	-4.9%
2	O=C(CN(C(=O)CCC(=O)Nc1ccccn1)c1ccc(F)cc1)NCc1ccco1	?	2.7%	1.8%	-0.3%	-2.8%	1.0	11.1%	1.8%	0.7%	6.0%	-3.0%
3	COC(=O)Nc1sc2c(c1C(=O)NCc1ccco1)CCC2	?	-5.5%	-23.2%	0.2%	·	12.1	23.9%	5.7%	-22.6%	6.2%	-4.7%
4	Cc1c(OCC(=O)N2CCC[C@@H]2C(=O)O)ccc2c3c(c(=O)oc12)CCC3	4.0%	1.0%	-7.3%	-0.6%	2.2%	2.6	-0.6%	20.3%	-5.1%	4.2%	-9.3%
5	CCOC(=O)CNC(=O)Nc1ccccc1C(=O)OC	0.7%	-0.5%	0.2%	-0.2%	-0.5%	-5.1	-1.2%	-10.2%	-3.9%	31.6%	-10.0%
6	Cc1nc2cc3c(cc2c(C)c1C(=O)OC(C)C)OCO3	?	1.5%	3.1%	-0.2%	3.6%	-3.3	2.5%	8.1%[46.1 µM]	3.6%	1.2%	-9.9%
7	CCOC(=O)COc1cccc2c(=O)n(CC(=O)N3CCCc4ccccc43)ccc12	6.9%	-1.6%	-0.7%	-0.1%	-5.9%	0.7	-4.3%	7.2%	2.7%	-7.3%	1.8%
8	O=C(Nc1ccc(CN2CCCCC2)cc1)c1cccc(Br)c1	-4.0%	3.1%	-7.1%	-0.4%	-5.0%	17.8	1.1%	1.9%[46.1 µM]	?	-12.3%	-12.3%
9	CCN(C(=O)COC(=O)c1cnccn1)c1cccc2ccccc12	?	-1.7%	9.4%	-1.2%	-3.9%	-2.4	·	-4.6%	8.4%	4.5%	-4.4%
10	Cc1ccc(CS(=O)(=O)Cc2ccc(C(=O)NC3CC3)o2)cc1	0.9%	1.4%	-1.0%	0.1%	13.1%	-2.7	-2.8%	-1.4%	-18.0%	-10.2%	0.1%
11	COc1ccc(-c2noc(CCC(=O)NCCCN3CCN(c4ccccc4F)CC3)n2)cc1	25.4%	-1.0%	-5.2%	0.0%	?	-15.8	-1.8%	-4.5%	?	-0.6%	-6.3%
12	O=C(NC(=S)Nc1ccc(N2CCOCC2)cc1)c1ccc(Cl)cc1	3.0%	-0.1%	-3.0%	-0.1%	2.8%	3.5	-7.5%	-10.8%[46.1 µM]	3.5%	6.2%	-0.3%
13	C=CCN(Cc1cccs1)C(=O)CN1CCN(S(=O)(=O)c2ccc3c(c2)OCCCO3)CC1	-1.0%	-2.3%	-2.2%	-0.9%	-12.0%	9.7	6.8%	·	?	15.7%	-5.6%
14	O=C(Nc1nc2ccc(Oc3ccccc3)cc2s1)c1cc([N+](=O)[O-])ccc1N1CCOCC1	0.2%	1.8%	-1.5%	-0.5%	9.3%	6.6	22.6%	1.6%[46.1 µM]	-20.7%	-12.4%	1.9%
15	CCCCNc1c(C(=O)OCC)c(C)nc2c1cnn2CC	·	·	·	·	-1.5%	-15.1	23.1µM*	5.5%	·	-4.2%	-4.3%
16	O=C(O)C1CSC(CCc2ccccc2)N1 (stereo unspecified)	-0.9%	0.3%	3.3%	-0.2%	-0.6%	0.5	-3.6%	-7.5%	-2.4%	1.5%	-2.3%
17	COc1cccc(Cn2c(Oc3cccc(C)c3)nc3c2c(=O)n(C)c(=O)n3C)c1	?	3.1%	-5.2%	0.0%	9.0%	4.3	22.8%	-1.9%	?	0.8%	-5.1%
18	CC(C)CCNc1c(-c2cccs2)nc2ccccn12	-8.6%	-1.6%	2.3%	0.1%	-7.9%	-7.6	-3.0%	4.1%	5.6%	-3.6%	-2.5%
19	CC(C)(C)NC(=O)c1cc(C(C)(C)C)c(O)c(C(C)(C)C)c1	-1.6%	-0.2%	-8.2%	-1.5%	22.2%	0.6	-0.7%	10.1%[46.1 µM]	?	-6.6%	0.1%
20	CNC(=S)N1CCN(c2ccccn2)CC1	-3.5%	3.1%	-4.9%	-0.5%	3.8%	4.9	-1.2%	-8.6%	?	-2.7%	-2.3%
21	O=c1c(C=Nc2ccc(Cl)cc2)c[nH]n1-c1cccc(Cl)n1	-5.9%	0.2%	2.0%	-1.0%	-0.7%	10.4	0.4%	-3.6%	?	5.9%	-1.6%
22	CC(C)C(=O)NC(=S)Nc1sc2c(c1C(N)=O)CCCC2	8.6%	1.8%	-11.9%	0.0%	0.7%	-5.4	-0.8%	0.2%[46.1 µM]	?	10.2%	2.6%
23	c1ccc(-c2ccc(C3=Nn4c(nnc4-c4cc(-c5ccccc5)n[nH]4)SC3)cc2)cc1	?	-8.4%	-0.8%	0.3%	·	-13.2	-7.0%	-9.2%	-25.5%	8.4%	0.0%
24	O=C(Cc1cccs1)Nc1nnc(SCc2cccc3ccccc23)s1	9.9%	-1.0%	-29.2%	0.0%	0.8%	0.7	-0.4%	0.4%[46.1 µM]	7.9%	7.3%	-0.8%
25	COc1cc(/C=C/c2cccc[n+]2C)ccc1OCC(=O)Nc1ccccc1C	-14.2%	-0.7%	2.1%	-0.5%	-1.1%	-10.0	0.9%	-5.1%	-13.0%	-5.7%	-0.2%
26	CC[C@@H]1C=C(C(=O)O)[C@H](c2ccc(OC)c(OC)c2)N1S(=O)(=O)c1ccc(C)cc1	-3.4%	2.6%	1.5%	-1.1%	0.8%	-1.0	·	0.3%	1.8%	-4.5%	2.6%
27	FC(F)(F)c1ccc(-c2nnc(-c3ccccn3)c(-c3ccccn3)n2)nc1	-7.4%	0.8%	-11.9%	-0.9%	-1.0%	-5.1	0.4%	-2.0%	0.0%	-3.7%	-0.4%
28	COC(=O)c1cc(=O)n(Cc2cccs2)c(=NCc2cccs2)s1	2.4%	3.0%	1.9%[0.46 µM]	-0.3%	-0.7%	9.8	1.0%	·	29.1%	-4.2%	·
29	Cc1ccc(NC(=O)C2CCN(C(=O)c3cccs3)CC2)c(C)c1	-3.2%	0.1%	-4.3%	-1.4%	1.8%	16.9	4.3%	8.3%	0.1%	10.8%	-4.5%
30	COc1cc([N+](=O)[O-])cc2sc(NC(=O)C3CC3)nc12	?	11.5%	2.1%	-0.4%	-1.3%	19.6	-3.8%	2.9%	7.3%	-2.0%	5.2%
31	O=C(CN1C(=O)CCOc2ccccc21)Nc1cccc(S(=O)(=O)N2CCOCC2)c1	-0.5%	3.2%	-4.3%	-1.2%	-0.2%	-1.7	4.5%	-2.3%	-2.6%	-7.1%	-0.9%
32	COC(=O)c1ccc2c(=O)n(Cc3ccc(C(=O)NC(C)C)cc3)c(=S)[nH]c2c1	?	0.1%	1.8%	-0.2%	0.3%	1.0	6.8%	-10.9%	9.5%	-1.5%	0.0%
33	COc1ccc(NC(=O)CN2CC(c3ccccc3)CC2=O)cc1OC (stereo unspecified)	4.3%	-3.0%	0.9%	-0.9%	0.0%	9.6	-3.7%	-2.8%[46.1 µM]	1.4%	-5.4%	-2.2%
34	COc1ccccc1N1CCN(c2ncnc3nc[nH]c23)CC1	-4.0%	3.9%	-0.1%	-1.0%	2.4%	-16.0	-0.6%	1.6%[46.1 µM]	?	2.0%	-3.0%
35	O=C(NNC(=O)c1cc(-c2ccccc2)nn1-c1ccccc1)c1ccccc1	?	1.3%	1.7%	0.3%	2.1%	-11.0	5.9%	0.4%[46.1 µM]	13.7%	-1.6%	-4.9%
36	COc1ccc(-c2ccc(CCC(=O)O)n2NC(=O)c2ccc(C(C)(C)C)cc2)cc1	?	0.8%	6.2%	-0.3%	2.9%	-8.5	6.1%	4.5%	0.5%	-12.2%	1.8%
37	[S-]C(=Nc1ccc(Cl)cc1)N[n+]1ccccc1	?	-7.2%	-25.0%	-2.1%	-1.1%	-0.2	0.6%	1.9%[46.1 µM]	-6.2%	0.1%	-4.4%
38	N#Cc1c(-c2ccccc2)c(-c2ccccc2)n(Cc2ccco2)c1NC(=O)c1cccs1	20.1%	0.5%	-2.0%	-0.4%	3.6%	-16.1	-1.8%	0.6%	-1.3%	17.3%	-6.6%
